GLS inh = qHTS for Inhibitors of Glutaminase (GLS) | 0.21% of 410,000 active | Potency, µM (top dose mostly 45.5 µM), for inactives: at the highest dose activity change, negative = inhibition, usual class: inhibitors | Glutaminase kidney isoform, mitochondrial (Homo sapiens), O94925 | GLS enzymatic activity, qHTS titration; also: potency is read from the fitted curve at half-maximal effect
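Assay buffer: 45 mM KH2PO4 pH 8.2, 0.02% Tween-20. hKGA acts on L-glutamine (1 mM solution added); product glutamate is reported by an oxidase/peroxidase Amplex Red coupling, with fluorescence taken at baseline and 30 min.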
G9a inh = qHTS Assay for Inhibitors of Histone Lysine Methyltransferase G9a | Histone-lysine N-methyltransferase EHMT2 (Homo sapiens), Q96KQ7 | G9a H3K9 monomethylation, AlphaScreen, 2 h | Potency, µM (highest dose often 102 µM), without a hit: at the highest dose activity, negative = inhibition, actives largely listed as inhibitors | 8.8% of 350,000 active | AID 504332, 2011; also: potency is read from the fitted curve at half-maximal effect; nearly all actives have a fitted effect of over 75% in size
Target sequence (Q96KQ7 913-1193 limits assumed): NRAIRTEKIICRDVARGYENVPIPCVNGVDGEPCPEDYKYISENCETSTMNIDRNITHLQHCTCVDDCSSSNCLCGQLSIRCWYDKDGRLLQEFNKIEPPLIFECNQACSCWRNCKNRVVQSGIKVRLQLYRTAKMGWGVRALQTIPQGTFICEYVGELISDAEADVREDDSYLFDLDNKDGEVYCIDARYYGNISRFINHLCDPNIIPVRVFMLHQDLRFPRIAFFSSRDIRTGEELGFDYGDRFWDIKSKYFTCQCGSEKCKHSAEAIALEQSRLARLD
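Step 1: enzyme (final 20 nM) with compound, 15 min RT. Step 2: substrate peptide 500 nM and SAM 20 uM, 2 h RT. Step 3: anti-H3K9me1 antibody and AlphaScreen beads, 10 min, then plate read.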
PI4K2A inh = qHTS for small molecular inhibitors of PI4K2A. AID 1346378, 2018. 0.13% of 420,000 active. purified PI4K2A, ADP-Glo luminescence, 1 h; active compounds read low. Phosphatidylinositol 4-kinase type 2-alpha (Homo sapiens), Q9BTU6. activity change, negative = inhibition, % at 76.9 µM; in the data active = activity change below about -50%; inconclusive = mostly about -30% to -49%;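 also: -100% = wells without enzyme as full effect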
Target sequence (Q9BTU6 whole entry, looked up): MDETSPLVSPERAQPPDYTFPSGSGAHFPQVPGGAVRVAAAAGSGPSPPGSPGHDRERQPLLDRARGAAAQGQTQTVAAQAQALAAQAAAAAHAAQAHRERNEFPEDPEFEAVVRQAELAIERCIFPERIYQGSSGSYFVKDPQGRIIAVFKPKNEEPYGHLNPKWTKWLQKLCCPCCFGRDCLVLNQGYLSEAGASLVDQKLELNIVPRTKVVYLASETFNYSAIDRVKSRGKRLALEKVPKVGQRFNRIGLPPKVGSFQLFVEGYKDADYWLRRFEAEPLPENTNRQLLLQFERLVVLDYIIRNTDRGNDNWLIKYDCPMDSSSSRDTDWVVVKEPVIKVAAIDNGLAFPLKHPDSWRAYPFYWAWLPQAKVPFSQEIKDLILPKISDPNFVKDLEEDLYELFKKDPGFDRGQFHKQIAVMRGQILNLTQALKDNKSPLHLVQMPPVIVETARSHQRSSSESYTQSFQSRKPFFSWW
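ADP-Glo luminescence measured ADP generated by PI4K2A enzyme (4 ug/mL before mixing) with 1.2 mM PI substrate (pre-mix) and 300 microM ATP (pre-mix). Tris pH7.5 buffer with MgCl2, Triton X-100; 1 h reaction at ambient temperature.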
* hit, by the source's call; i = inactive; ? = inconclusive; & = joins results of further samples; [ ] = dose if it differs, or a comment. Unless noted, calls follow the shape of the dose curve; as a rule, active = well fitted curve in the direction sought with a large enough effect; inconclusive = small, poorly fitted or top-dose-only effect, or another doubt; inactive = no such curve, though single readings can be large; an effect the other way counts as inactive or inconclusive. Unless noted, % is scaled to controls: 0 for no effect and ±100 for the full control effect. Some of the compounds tested; the hit share may differ from the screen's.

1) O=C(Oc1cccc2cccnc12)c1ccccc1
  GLS inh: -11.3%	G9a inh: 42.7%[59 µM]	PI4K2A inh: -1.8
2) CN1CCN(C2=Nc3ccccc3Sc3ccc(Cl)cc32)CC1
  GLS inh: 0.2%	G9a inh: -48.2%[59 µM]	PI4K2A inh: 1.3
3) COc1cc(O)c(C(=O)c2ccccc2)cc1S(=O)(=O)O
  GLS inh: -13.2%	G9a inh: 7.1%[59 µM]	PI4K2A inh: -5.4
4) CC(O)CCCCn1c(=O)c2c(ncn2C)n(C)c1=O (stereo not drawn)
  GLS inh: -4.0%	G9a inh: 18.9%[59 µM]	PI4K2A inh: 1.4
5) CCOC(=O)c1ccc(C#Cc2ccc3c(c2)C(C)(C)CCS3)nc1
  GLS inh: 2.8%	G9a inh: 108.0%[activator][12.7 µM]	PI4K2A inh: 3.5&-2.4
6) COc1ccccc1Oc1c(NS(=O)(=O)c2ccc(C(C)(C)C)cc2)nc(-c2ncccn2)nc1OCCO
  GLS inh: 1.2%	G9a inh: 9.6%[12.7 µM]	PI4K2A inh: 1.6
7) CCCCCCCCCCOc1cc2c(=O)c(C(=O)OCC)c[nH]c2cc1OCC
  GLS inh: 5.7%	G9a inh: 11.2%[12.7 µM]	PI4K2A inh: i
8) Cc1c(C)c2c(c(C)c1OC(=O)c1cccnc1)CC[C@@](C)(CCC[C@H](C)CCC[C@H](C)CCCC(C)C)O2
  GLS inh: -9.5%	G9a inh: 27.5%[59 µM]	PI4K2A inh: 0.9
9) CC(=O)OC[C@H]1O[C@@](COC(C)=O)(O[C@H]2O[C@H](COC(C)=O)[C@@H](OC(C)=O)[C@H](OC(C)=O)[C@H]2OC(C)=O)[C@@H](OC(C)=O)[C@@H]1OC(C)=O
  GLS inh: 7.3%	G9a inh: 8.5%[12.7 µM]	PI4K2A inh: 1.0
10) CN(C)CCc1c[nH]c2ccc(CS(=O)(=O)N3CCCC3)cc12
  GLS inh: 12.9%	G9a inh: -2.3%[2.33 µM]	PI4K2A inh: -1.3
11) NS(=O)(=O)c1ccc(NC(=O)CCC(=O)O)cc1
  GLS inh: 5.3%	G9a inh: 6.0%[12.7 µM]	PI4K2A inh: 0.3
12) Nc1nc(N)c(-c2ccccc2)s1
  GLS inh: 0.3%	G9a inh: ?	PI4K2A inh: 1.7
13) CC(C)(C)c1ccc(C(=O)CCCN2CCC(OC(c3ccccc3)c3ccccc3)CC2)cc1
  GLS inh: -7.0%	G9a inh: 2.7%[59 µM]	PI4K2A inh: -2.8&0.3
14) CN(C)CCN1C(=O)c2ccccc2N(C)c2ccccc21
  GLS inh: -2.6%	G9a inh: 25.0%&32.7%[59 µM]	PI4K2A inh: -2.4
15) CCOc1nc2cccc(C(=O)O)c2n1Cc1ccc(-c2ccccc2-c2nn[nH]n2)cc1
  GLS inh: 1.4%	G9a inh: -4.7%[12.7 µM]	PI4K2A inh: -7.1&-4.6

16) CN1CC(=O)N/C1=N/C(=O)Nc1cccc(Cl)c1
  GLS inh: -3.2%	G9a inh: ?	PI4K2A inh: -0.9&-0.7
17) CC(C)(C)C(=O)NCCCC(=O)O
  GLS inh: 0.0%	G9a inh: 5.2%[12.7 µM]	PI4K2A inh: -0.7
18) CCCCCC=CCC=CCCCCCCCC(=O)OCC
  GLS inh: 2.6%	G9a inh: -0.9%[12.7 µM]	PI4K2A inh: 6.2
19) CCCCCN(C)CCC(O)(P(=O)(O)O)P(=O)(O)O
  GLS inh: -2.1%	G9a inh: -8.2%[59 µM]	PI4K2A inh: 4.0
20) CCOc1ccc(Cc2nccc3cc(OCC)c(OCC)cc23)cc1OCC
  GLS inh: -2.3%[20 µM]	G9a inh: -46.2%[2.33 µM]	PI4K2A inh: -25.5
21) CC(N)CCCC(C)(C)O (stereo not drawn)
  GLS inh: 0.4%	G9a inh: -37.8%[2.33 µM]	PI4K2A inh: 1.3
22) Cc1cccc(C)c1NC(=O)CN1CCCCCC1
  GLS inh: 24.0%	G9a inh: -38.2%[12.7 µM]	PI4K2A inh: 1.3
23) CN1CCN(c2cc3c(nn2)Oc2ccccc2N3C)CC1
  GLS inh: 5.9%	G9a inh: -23.9%[12.7 µM]	PI4K2A inh: i
24) O=S(=O)(O)c1cc(I)c(O)c2ncccc12
  GLS inh: 56.1%[activator]	G9a inh: ?	PI4K2A inh: 0.9
25) OCc1ccccc1O
  GLS inh: 17.0%	G9a inh: -31.4%[2.33 µM]	PI4K2A inh: -2.0
26) CCCCCCCCCCCC(=O)[O][Sn]([CH2]CCC)([CH2]CCC)[O]C(=O)CCCCCCCCCCC
  GLS inh: -17.3%	G9a inh: 4.4%[59 µM]	PI4K2A inh: 2.7
27) CCCCCCCCOc1ccc(C(=O)c2ccccc2)c(O)c1
  GLS inh: 9.5%	G9a inh: 32.6%[12.7 µM]	PI4K2A inh: 0.3
28) CCN(CC)CCOc1ccc(C(O)(Cc2ccc(Cl)cc2)c2ccc(C)cc2)cc1 (stereo not drawn)
  GLS inh: -7.2%	G9a inh: -28.9%[12.7 µM]	PI4K2A inh: 2.9
29) O=S(=O)(O)c1ccc(O)cc1
  GLS inh: -12.4%	G9a inh: 16.7%[59 µM]	PI4K2A inh: 0.7
30) O=c1cc[nH]c(=S)[nH]1
  GLS inh: -1.3%	G9a inh: -4.5%[2.33 µM]	PI4K2A inh: -8.9

Three compounds from above, ordered by the value under GLS inh, ascending:
no.	SMILES	GLS inh
29	O=S(=O)(O)c1ccc(O)cc1	-12.4%
25	OCc1ccccc1O	17.0%
22	Cc1cccc(C)c1NC(=O)CN1CCCCCC1	24.0%

Carrying on.
31) CN=C(NC#N)NCCSCc1csc(N=C(N)N)n1
  GLS inh: 13.0%	G9a inh: 32.8%[59 µM]	PI4K2A inh: 1.6
32) COCCOC(=O)C1=C(C)NC(C)=C(C(=O)OC/C=C/c2ccccc2)C1c1cccc([N+](=O)[O-])c1 (stereo not drawn)
  GLS inh: -6.1%	G9a inh: -2.2%[59 µM]	PI4K2A inh: 3.6&0.2
33) CN(C)/N=N/c1nc[nH]c1C(N)=O
  GLS inh: 13.3%	G9a inh: -28.7%[2.33 µM]	PI4K2A inh: -1.1
34) CCN(CC)CCNC(=O)c1c(C)[nH]c(/C=C2\C(=O)Nc3ccc(F)cc32)c1C
  GLS inh: 36.6%[activator]	G9a inh: ?	PI4K2A inh: -2.2
35) c1ccc2sc(SSc3nc4ccccc4s3)nc2c1
  GLS inh: -0.1%	G9a inh: ?	PI4K2A inh: i
36) COC(=O)C(c1ccccc1Cl)N1CCc2sccc2C1 (stereo not drawn)
  GLS inh: 11.7%	G9a inh: 20.2%[59 µM]	PI4K2A inh: 0.9
37) FC(F)(F)C(Cl)Br (stereo not drawn)
  GLS inh: -2.0%	G9a inh: 34.2%[59 µM]	PI4K2A inh: 3.0
38) CCCCCCCCCCCCOS(=O)(=O)O
  GLS inh: 8.5%	G9a inh: 18.3%[59 µM]	PI4K2A inh: 1.7
39) OCc1ccc(Cl)cc1Cl
  GLS inh: 2.4%	G9a inh: -40.7%[12.7 µM]	PI4K2A inh: -3.7
40) O=C(CN1CCNCC1)NC1CCCCC1
  GLS inh: 6.0%	G9a inh: -6.1%[12.7 µM]	PI4K2A inh: -4.4
41) CC(=O)Nc1ccc(OCCOCCOc2ccc(NC(C)=O)cc2)cc1
  GLS inh: -1.8%	G9a inh: -20.2%[12.7 µM]	PI4K2A inh: -0.8
42) O=S(c1cc(Cl)cc(Cl)c1O)c1cc(Cl)cc(Cl)c1O
  GLS inh: 104.3%&26.0%[activator]	G9a inh: ?	PI4K2A inh: -0.9&-2.9

Given screen by screen: part of the list above
20. CCOc1ccc(Cc2nccc3cc(OCC)c(OCC)cc23)cc1OCC
21. CC(N)CCCC(C)(C)O (stereo not drawn)
22. Cc1cccc(C)c1NC(=O)CN1CCCCCC1
23. CN1CCN(c2cc3c(nn2)Oc2ccccc2N3C)CC1
24. O=S(=O)(O)c1cc(I)c(O)c2ncccc12
25. OCc1ccccc1O
26. CCCCCCCCCCCC(=O)[O][Sn]([CH2]CCC)([CH2]CCC)[O]C(=O)CCCCCCCCCCC
screen / no.	20	21	22	23	24	25	26
GLS inh	-2.3%[20 µM]	0.4%	24.0%	5.9%	56.1%[activator]	17.0%	-17.3%
G9a inh	-46.2%[2.33 µM]	-37.8%[2.33 µM]	-38.2%[12.7 µM]	-23.9%[12.7 µM]	?	-31.4%[2.33 µM]	4.4%[59 µM]
PI4K2A inh	-25.5	1.3	1.3	i	0.9	-2.0	2.7

27. CCCCCCCCOc1ccc(C(=O)c2ccccc2)c(O)c1
28. CCN(CC)CCOc1ccc(C(O)(Cc2ccc(Cl)cc2)c2ccc(C)cc2)cc1 (stereo not drawn)
29. O=S(=O)(O)c1ccc(O)cc1
30. O=c1cc[nH]c(=S)[nH]1
31. CN=C(NC#N)NCCSCc1csc(N=C(N)N)n1
32. COCCOC(=O)C1=C(C)NC(C)=C(C(=O)OC/C=C/c2ccccc2)C1c1cccc([N+](=O)[O-])c1 (stereo not drawn)
33. CN(C)/N=N/c1nc[nH]c1C(N)=O
screen / no.	27	28	29	30	31	32	33
GLS inh	9.5%	-7.2%	-12.4%	-1.3%	13.0%	-6.1%	13.3%
G9a inh	32.6%[12.7 µM]	-28.9%[12.7 µM]	16.7%[59 µM]	-4.5%[2.33 µM]	32.8%[59 µM]	-2.2%[59 µM]	-28.7%[2.33 µM]
PI4K2A inh	0.3	2.9	0.7	-8.9	1.6	3.6&0.2	-1.1

34. CCN(CC)CCNC(=O)c1c(C)[nH]c(/C=C2\C(=O)Nc3ccc(F)cc32)c1C
screen / no.	34
GLS inh	36.6%[activator]
G9a inh	?
PI4K2A inh	-2.2

Bioassay records as filed in PubChem.
